Screening results from PubChem BioAssay.
PKA-R2B act – PKA-R2B complex activation | P22694+P31323 | PKA-R2B holoenzyme dissociation, Cy5-IP20 fluorescence polarization; R2B truncated from residue 108, S112A mutant; 0% DMSO only, 100% 113 µM cGMP | activation, % at 11.4 µM | hit rate 0.079% among 340,000;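 active means activation above a cutoff set at the mean over all compounds plus 3 SD, cut at about 18% in these data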;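 further: higher means more holoenzyme dissociation and a rise in polarization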
Rtt109 HAT inh – inhibitors of Candida albicans Rtt109/Vps75 histone acetyltransferase; Q5AAJ8; purified Rtt109/Vps75, ThioGlo CoA-SH fluorescence, 4 h; inhibition, % at 34.9 µM; hit rate 0.16% among 330,000; AID 540336;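 active means inhibition of at least 50% in every replicate; inconclusive means best replicate reaches 50% inhibition but some replicates fall short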
Target sequence (Q5AAJ8 whole entry, looked up): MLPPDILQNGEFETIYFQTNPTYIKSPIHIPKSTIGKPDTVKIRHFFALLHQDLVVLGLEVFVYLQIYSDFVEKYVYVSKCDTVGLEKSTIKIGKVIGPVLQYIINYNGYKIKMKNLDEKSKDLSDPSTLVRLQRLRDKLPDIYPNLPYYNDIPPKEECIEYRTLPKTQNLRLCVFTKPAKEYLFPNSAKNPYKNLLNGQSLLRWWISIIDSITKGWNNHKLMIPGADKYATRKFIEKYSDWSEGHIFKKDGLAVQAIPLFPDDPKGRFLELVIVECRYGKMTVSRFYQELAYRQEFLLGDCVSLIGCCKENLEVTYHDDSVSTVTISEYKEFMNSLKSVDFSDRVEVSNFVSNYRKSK
DAGLB inhibitor – diacylglycerol lipase beta (human) inhibition | Q8NCG7 | HEK293T DAGLB membrane lysate, EnzChek fluorogenic substrate | inhibition, % at 5.17 µM | hit rate 0.059% among 340,000 | AID 504411; in the data active means inhibition above about 34%;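 further: 0% = enzyme with vehicle and 100% = wells lacking enzyme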
Target sequence (Q8NCG7 whole entry, looked up): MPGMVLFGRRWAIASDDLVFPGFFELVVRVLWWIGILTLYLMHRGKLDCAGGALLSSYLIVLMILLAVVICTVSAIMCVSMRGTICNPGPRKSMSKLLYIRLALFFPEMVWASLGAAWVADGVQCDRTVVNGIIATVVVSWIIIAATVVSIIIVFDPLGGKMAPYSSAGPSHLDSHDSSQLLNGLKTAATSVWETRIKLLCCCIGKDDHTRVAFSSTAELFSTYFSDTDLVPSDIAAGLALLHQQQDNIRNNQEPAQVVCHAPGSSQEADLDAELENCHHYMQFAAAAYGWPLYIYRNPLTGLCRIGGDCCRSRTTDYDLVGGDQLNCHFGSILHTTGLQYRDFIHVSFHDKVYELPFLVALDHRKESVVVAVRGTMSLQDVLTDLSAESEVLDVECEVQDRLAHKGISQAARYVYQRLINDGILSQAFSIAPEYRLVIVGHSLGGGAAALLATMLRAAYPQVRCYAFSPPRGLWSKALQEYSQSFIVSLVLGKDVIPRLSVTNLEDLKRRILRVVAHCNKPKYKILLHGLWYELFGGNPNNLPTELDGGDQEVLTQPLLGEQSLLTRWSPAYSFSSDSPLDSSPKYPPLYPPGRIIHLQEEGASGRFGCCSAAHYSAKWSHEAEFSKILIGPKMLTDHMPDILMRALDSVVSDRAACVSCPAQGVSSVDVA
CAL PDZ FP-1 – human CAL PDZ-peptide interaction inhibition; AID 504414; inhibition, % at 20 µM; hit rate 0.02% among 330,000; purified CAL PDZ, TMR-peptide fluorescence polarization, 1 h;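 active means highest replicate inhibition of at least 40%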;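 further: plate controls were DMSO neutral control wells for no effect and unlabeled competitor peptide control wells for full effect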
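Test system: purified CerCALP PDZ construct; Compound dosing: one concentration, 20 µM compound; Also added: TMR-labelled reporter peptide T*-PRC34 bound in PDZ groove; Read-out: inhibition from polarization loss; Controls: unlabelled peptide and DMSO controls; Signal: FP readout, S and P plane fluorescence; Incubation: 1 h at RT.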
C-LANA FP – KSHV C-LANA DNA binding inhibition; MBP-C-LANA/FAM-LBS DNA binding, fluorescence polarization; inhibition, % at 9 µM; hit rate 0.078% among 340,000; AID 504423;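 active means highest replicate inhibition at or above 60% at 9 µM, even if other replicates fall short; inactive means all replicates below 60% inhibition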;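 further: 0% = neutral control wells and 100% = 4 µM acridine orange control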
cardiac RTF act – cardiac RTF calcium sensitization; P19429+P45379; IANBD-labeled TnC RTF fluorescence at EC20 calcium; 0% EC20 calcium, 100% full calcium; activation, % at 7.2 µM; hit rate 0.24% among 340,000; AID 493008;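 active means activation above the mean over all tested compounds plus 3 SD, cut at about 30% in these data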;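 further: rise in fluorescence read as greater calcium sensitivity of cardiac thin filaments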
RTF Ca sens inh – cardiac RTF calcium desensitization; hit rate 0.12% among 340,000; P19429+P45379; inhibition, % at 7.15 µM; IANBD-labeled cardiac RTF, Ca2+ fluorescence; AID 493244;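 active means inhibition above the mean inhibition of all tested compounds plus 3 SD, cut at about 17% in these data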;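 further: assay run at fixed EC70 calcium of 1.6 mM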
SR-BI uptake up – activators of SR-BI mediated HDL lipid uptake; CHO ldlA[mSR-BI] cells, DiI-HDL uptake fluorescence, 3 h; 100 = double the neutral-control signal; activation, % at 12.5 µM; hit rate 0.096% among 320,000; AID 504775;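 active means mean replicate activation of at least 60% and every replicate at or above 60%; inconclusive means mean or all-replicate condition met, but not both; inactive means mean below 60% and not all replicates reaching 60%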;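 further: 0% = median plate neutral-control signal and 100% = twice that signal; values of inactives mirror those of a sister screen read the other way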
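Assay system: CHO ldlA[mSR-BI] cells, LDL receptor-null, SR-BI overexpressing; medium: Ham's F12 with 0.5% BSA, HEPES 25 mM, pH 7.4; also added: DiI-HDL 10 µg/mL; timing: 3 h uptake period with compound, 37 °C; signal: DiI fluorescence, bottom read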
CAL PDZ FP-2 – CAL PDZ (human) peptide binding inhibition; inhibition, % at 24.9 µM; hit rate 0.92% among 300,000; Q9HD26; AID 602252; purified CAL PDZ, TMR-peptide fluorescence polarization, 1 h;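 active means mean inhibition of at least 30% with at least half of replicates also reaching 30%; inconclusive means no clear call, values can overlap the other calls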;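 further: 0% = DMSO neutral control and 100% = excess unlabeled competitor peptide PRC23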
Keap1-Nrf2 PPI – disrupts human Keap1 binding to Nrf2 peptide; hit rate 0.15% among 340,000; inhibition, % at 9.4 µM; AID 504523; Keap1 Kelch-Nrf2 peptide fluorescence polarization, 1536-well; Q14145; in the data active means inhibition above about 12%; inconclusive means no clear call, values can overlap the other calls; inactive means below about 7.3%;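 further: human Keap1 Kelch domain with fluorescein labeled Nrf2 9mer peptide probe; 0% = neutral control wells and 100% = peptide positive control; higher means more block of Keap1 binding to Nrf2 peptide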
Active calls of the source: *; u = inconclusive; x = not tested or not shown.

SMILES	PKA-R2B act	Rtt109 HAT inh	DAGLB inhibitor	CAL PDZ FP-1	C-LANA FP	cardiac RTF act	RTF Ca sens inh	SR-BI uptake up	CAL PDZ FP-2	Keap1-Nrf2 PPI
CC(C)(C)C(=O)NC(=S)NNC(=O)c1ccc(-c2ccccc2)cc1	-11	7	3	-1.3	-0.7	-3	-3	x	-1	2
Cc1ccc(Cl)cc1NC(=O)CSc1nnc(C)n1-c1ccccc1	1	-5	1	0.6	-0.1	-3	2	-7	4	0
CC(C)CCOCC(=O)Oc1ccccc1C(=O)O	0	-2	-1	x	1.0	-1	3	-9	-1	-5
O=C(Nc1ccccc1C(=O)N1CCN(CCO)CC1)c1cccc([N+](=O)[O-])c1	4	3	0	0.3	2.1	-4	4	13	1	-3
COc1cc(Cl)c(C)cc1NC(=O)CSC1=NCCS1	9	5	-6	-0.9	0.5	-4	-7	-61	x	5
CN(Cc1ccccc1)C(=O)Cn1c(=O)oc2cc(S(=O)(=O)N3CCCC3)ccc21	6	8	3	-0.6	-0.5	1	-6	-6	x	4
CCC1=C(OC(=O)N(CC)CC)N2C(=O)OC(=NCC3CC3)[C@]2(Cc2ccccc2)[C@H]2C1=CC[C@H]1C(=O)N(C)C(=O)[C@H]12	-3	4	-6	1.6	1.9	-2	-17	10	-1	-1
Cc1c(CCOC(=O)c2cc([N+](=O)[O-])cc([N+](=O)[O-])c2)sc[n+]1CC(=O)c1ccc(Br)cc1	9	9	6	-2.4	-2.6	-1	-4	-55	0	0
CC1(C)CN(C(=S)Nc2ccc(F)cc2F)C1=O	-6	0	-4	0.3	2.0	-2	-7	7	-2	4
Cc1sc(NC(=O)Cn2[nH]c(=O)c3ccccc3c2=O)nc1-c1ccccc1	-1	-1	10	-0.5	1.5	-2	-4	33	-6	-2
O=C(O)c1ccc(OCc2occc2C(=O)O)cc1	1	-10	-1	1.2	1.6	14	-4	10	-3	-4
COC(=O)c1cn(C(=O)c2ccc(OC)c(OC)c2)c2ccccc12	-6	11	-2	-2.5	0.6	-7	1	-58	-1	5
Cc1cc(NC(=O)C(C)N2C(=O)c3ccccc3S2(=O)=O)no1 (stereo unspecified)	-2	0	-1	-1.8	-0.7	-1	-4	12	1	3
Cc1cccc(-c2noc(CN(C)C(=O)c3ccoc3C)n2)c1	5	-5	-4	-2.4	-0.1	-1	-5	17	-2	-1
O=C1c2ccccc2S(=O)(=O)N1CC1CC(c2ccc(Cl)cc2)=NO1 (stereo unspecified)	6	-6	-2	-0.7	0.3	1	4	-3	x	1
CC(C)CC(NC(=O)OC(C)(C)C)c1cn([C@@H](Cc2ccc(O)cc2)C(=O)N2CCN(C(=O)OC(C)(C)C)CC2)nn1 (stereo partly specified)	-8	8	4	0.0	-1.6	-3	7	13	-3	3
CC(=O)c1cccc(OCC(=O)OCC(=O)Nc2cc(S(=O)(=O)N3CCCCC3)ccc2C)c1	-9	15	0	-0.1	1.6	-2	1	2	x	-2
NC(=O)CSc1nnc(-c2ccc(S(=O)(=O)N3CCCC3)cc2)n1Cc1ccco1	4	3	0	-3.1	-1.3	4	-2	-5	x	-1
CCCCNC(=O)Cn1cnc2c(cnn2-c2ccc(C)cc2)c1=O	2	2	0	-0.3	-0.1	-2	-14	-11	-11	4
O=P(C1=C(N2CCOCC2)/C(=C\c2ccccc2)CC1)(N1CCOCC1)N1CCOCC1	-1	2	6	0.0	0.3	1	3	39	-1	-5
COc1ccc(Nc2nnc(SCC(=O)c3cc(C)n(CC4CCCO4)c3C)s2)cc1 (stereo unspecified)	-16	20	-1	-3.3	-0.8	-1	-2	-52	-9	-1
CC1CC(C)(C)CC2(C1)NC(=O)N(CC(=O)N1CCN(S(=O)(=O)c3cccs3)CC1)C2=O (stereo unspecified)	-11	14	-2	-0.5	0.8	-3	-3	15	-2	-4
N#C/C(=C\c1cn(CC(=O)O)c2ccccc12)C(=O)NCc1ccccc1	5	-3	-1	-1.8	0.4	-9	3	2	-4	-5
COc1ccc(CNC(=O)c2c(O)c3cccc4c3n(c2=O)CCC4)cc1	11	-2	1	0.2	-0.6	7	-3	-1	-2	3
Cc1ccc(NC(=O)Cn2nnc3ccccc3c2=O)cc1	-9	1	1	-1.2	1.5	-2	-11	0	-2	5

Overlap with the part before: 2 compounds; new compounds follow.
SMILES	PKA-R2B act	Rtt109 HAT inh	DAGLB inhibitor	CAL PDZ FP-1	C-LANA FP	cardiac RTF act	RTF Ca sens inh	SR-BI uptake up	CAL PDZ FP-2	Keap1-Nrf2 PPI
COc1ccc(CNC(=O)c2c(O)c3cccc4c3n(c2=O)CCC4)cc1	11	-2	1	0.2	-0.6	7	-3	-1	-2	3
Cc1ccc(NC(=O)Cn2nnc3ccccc3c2=O)cc1	-9	1	1	-1.2	1.5	-2	-11	0	-2	5
C=CCNC(=O)c1onc(CSc2ccc(OC)cc2)c1C(=O)O	-3	-4	0	0.9	1.2	1	-5	19	-2	-2
Cc1nn(CC(=O)NCCCc2ccccc2)c(C)c1[N+](=O)[O-]	1	-23	-4	0.4	0.2	2	0	12	0	-4
CCOC(=O)C1(CCCc2ccccc2)CCN(C2CCN(C(C)=O)CC2)CC1	6	3	2	-3.4	-0.8	0	-5	7	4	2
O=C(NC(=S)N1CCOCC1)c1ccc(F)cc1	-13	-3	1	-2.3	-0.9	-8	0	7	-8	-5
CCOc1cc(/C=N/OC(C)=O)ccc1OCc1ccccc1	-11	-13	-4	-0.3	-0.6	6	-6	2	x	-6
Cc1cc(C)cc(OCC(=O)OCC(=O)c2c(N)n(C)c(=O)n(C)c2=O)c1	-1	2	0	0.3	0.0	0	-2	41	-1	2
CC(NC(=S)Nc1ccc(OC(F)F)c(Cl)c1)C(C)(C)C (stereo unspecified)	-8	8	1	-16	0.5	3	0	-65	4	0
CN=c1scc(C)n1/N=C/c1ccc(O)cc1O	8	-5	2	0.7	-2.6	-3	-11	-6	2	6
O=C(NC1CCCC(C(F)(F)F)C1)c1ccc([N+](=O)[O-])o1 (stereo unspecified)	-5	3	-6	-2.2	2.8	2	-1	18	-4	-5
Cc1cc(OC(C)C(=O)NCc2ccncc2)c2c(C)cc(=O)oc2c1 (stereo unspecified)	10	2	1	-0.1	3.2	1	-8	-7	2	-5
CCN(CCCNC(=O)CNC(=O)c1nn(-c2ccc(OC)cc2OC)c(=O)c2ccccc12)c1cccc(C)c1	-2	5	8	-1.7	0.7	-3	3	-26	-4	-5
O=C(Nn1c(=S)[nH]c2ccccc2c1=O)c1ccncc1	-14	-5	-3	0.9	0.4	-1	-16	5	0	-1
NS(=O)(=O)c1ccc(CCNC(=O)CSc2nc3ccsc3c(=O)n2CCCCC(=O)O)cc1	-4	-1	0	-1.3	0.5	2	-20	12	10	-1
Cc1ccccc1NC(=O)Cc1nc(COC(=O)c2cc(Br)ccc2O)cs1	3	4	-2	0.0	1.6	2	-6	8	-1	-3
N#C/C(=N\Nc1ccc(F)cc1)C(=N)N1CCCCCC1	-2	-17	1	-1.3	0.0	3	-3	-17	x	-1
COC(=O)[C@H](Cc1ccccc1)NCCCn1cnc(C(=O)Nc2ccc(C)c(C)c2)n1	3	-6	-1	-0.1	-0.3	6	-8	-28	-3	0
O=S1(=O)[C@H]2C[C@@H]3C=C[C@@]2(CN1Cc1cccc(C(F)(F)F)c1)O3	0	3	-4	-0.3	0.6	-4	0	16	0	0
O=C1CSC(c2ccccc2F)N1c1ccccc1F (stereo unspecified)	-7	-7	1	-0.3	-0.3	4	-5	-1	-6	-1
O=C1c2ccccc2C(=O)N1c1ccc(Br)c2cccnc12	3	-6	0	-2.8	-0.7	-4	-1	-9	1	-3
c1ccc(CNc2nc(CN3CCOCC3)nc3scc(-c4ccccc4)c23)cc1	4	-4	-1	0.4	-1.2	2	-50	6	-3	2
COCCN(C(=O)/C=C/c1cccc([N+](=O)[O-])c1)c1c(N)n(Cc2ccccc2)c(=O)[nH]c1=O	-1	6	1	1.3	-0.1	4	-2	11	-3	1
Cc1nnc(NC(=O)c2ccccc2NC(=O)c2ccccc2)s1	-14	-5	-1	-1.0	-0.9	1	2	-3	x	-9
COc1cccc(C(=O)Nc2ccc(NC(C)=O)cn2)c1	2	-9	2	0.4	0.3	13	2	-15	x	-7
CCn1c(COc2c(C)cccc2C)nnc1SCc1nc2ccccc2c(=O)[nH]1	-5	-3	1	-1.3	-1.8	-4	-1	-33	-1	4
COc1ccccc1C1C2=C(COC2=O)Nc2cc3c(cc21)OCO3 (stereo unspecified)	1	4	-2	-0.4	3.1	4	0	10	2	-4
SMILES	PKA-R2B act	Rtt109 HAT inh	DAGLB inhibitor	CAL PDZ FP-1	C-LANA FP	cardiac RTF act	RTF Ca sens inh	SR-BI uptake up	CAL PDZ FP-2	Keap1-Nrf2 PPI
Cc1c(C(=O)Nc2nc3ccccc3[nH]2)oc2ccccc12	-2	9	2	-3.6	-2.4	-4	-1	-2	-5	-6
Cc1ccc(CNC(=O)COC(=O)c2ccc(S(=O)(=O)N3CCCC3)cc2)cc1	-1	-5	1	x	-0.2	0	-3	-11	-1	-3
CCCc1cc(=O)oc2cc(OCC(=O)NCC3CCC(C(=O)O)CC3)ccc12 (stereo unspecified)	8	-3	-1	0.6	0.3	-4	-3	-12	0	3
COC(=O)c1ccc(Cl)c(NC(=O)CN2CCOCC2)c1	1	-2	-1	x	-0.2	-5	-16	-27	1	-1
CN(C(=O)COC(=O)c1cccnc1Cl)C1CCCCC1	-1	3	2	-0.2	-1.8	-1	-4	3	-6	0
O=C(O)C(CCc1ccccn1)c1ccccc1 (stereo unspecified)	-4	-3	-3	-0.3	-1.0	0	0	-12	-7	0
Nc1nc(Nc2ccccc2F)nc(N2CCOCC2)c1[N+](=O)[O-]	-3	11	0	-0.5	0.2	8	-5	-11	9	-3
CCC/C(=N/NC(=O)c1cccc(Cl)c1)c1ccccc1	-11	3	-2	-1.4	1.2	3	-12	59	0	-1
Cc1nn2cc(-c3ccc(Cl)cc3)cnc2c1Cl	-4	30	-3	-2.4	-1.2	-2	12	-14	-5	-1
C=C(c1ccccc1)c1ccc(N(C)C)cc1	4	-1	-6	-0.6	-1.7	-1	2	9	-2	0
COc1ccc(CN2C(=NC(=O)c3ccccc3)SC3CS(=O)(=O)CC32)cc1 (stereo unspecified)	-8	18	1	-2.2	0.5	3	0	0	4	-2
Cc1ccc(N2C(S)=C(C#N)C(=O)NC2c2cccs2)cc1 (stereo unspecified)	0	u	2	-1.1	0.3	1	-5	-5	-5	-2
Cc1cc(C)cc(NC(=O)c2cc(C)nn2C)c1	3	20	2	-0.6	0.3	-5	-28	12	-2	-4
